RECQ1 inh: blocks DNA unwinding by human RECQ1; P46063; 0.54% of 240,000 active; RECQ1 DNA unwinding, red fluorescence kinetic read; Potency, µM (top dose mostly 57.3 µM), inactives show at the top dose activity, negative = inhibition, usual class: inhibitors;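 also: plate controls were vehicle for no effect and no enzyme for full effect; nearly all actives have a fitted effect of over 30% in size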
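RECQ1T1 50 nM; forked duplex (20 bp + 30-nt ss tails) 200 nM, ATP 2 mM final; pH 8.0, 2 mM MgCl2, 2.5 ug/ml poly(dI-dC); 15 min compound preincubation; discontinuous kinetic read over 2 h at RT.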
TexasRed fluor: counter-screen for TRb-SRC2 inhibitors: fluorescence interference; TRb/SRC2 Texas Red total fluorescence interference; Potency, µM (top dose mostly 106 µM), inactives show at the highest dose fluorescence change, negative = quenching; 0.29% of 280,000 active; active = well fitted curve in either direction with a large enough effect; inconclusive = small, poorly fitted or top-dose-only effect
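Flags fluorescent or light-absorbing compounds by total fluorescence, S + 2P, at 555 nm excitation and 632 nm emission. Mixture: 20 nM Texas Red SRC2 peptide, 0.6 uM human TRb LBD, 1 uM T3, 5% DMSO; compound exposure 5 h at ambient temperature.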
TRb-SRC2 inh: disrupts binding of human TR beta to SRC2; P10828; TRbeta-SRC2 peptide binding, fluorescence polarization; receptor liganded with 1 µM T3; Potency, µM (titrated, usually from 106 µM), for the others: at the highest dose activity change, negative = inhibition, usual class: inhibitors; 0.065% of 280,000 active;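 also: plate controls were bound peptide for no effect and peptide without receptor for full effect; nearly all actives have a fitted effect of over 50% in size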
Target sequence (P10828 whole entry, looked up): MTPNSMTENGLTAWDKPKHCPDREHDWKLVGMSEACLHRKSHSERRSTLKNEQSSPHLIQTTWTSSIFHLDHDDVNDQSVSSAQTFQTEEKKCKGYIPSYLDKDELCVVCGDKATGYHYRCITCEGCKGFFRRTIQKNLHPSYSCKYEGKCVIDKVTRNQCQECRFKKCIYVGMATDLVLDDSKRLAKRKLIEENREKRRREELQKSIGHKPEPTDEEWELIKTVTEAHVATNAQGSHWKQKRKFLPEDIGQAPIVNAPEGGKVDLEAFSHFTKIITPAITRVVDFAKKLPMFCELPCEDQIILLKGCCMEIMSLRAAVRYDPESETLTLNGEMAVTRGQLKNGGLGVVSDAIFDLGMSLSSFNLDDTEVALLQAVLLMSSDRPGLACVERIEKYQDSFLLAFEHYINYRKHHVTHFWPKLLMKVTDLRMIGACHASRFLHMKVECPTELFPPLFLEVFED
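Decrease in fluorescence polarization of 20 nM Texas Red SRC2 coactivator peptide flagged inhibition of its binding to 0.6 uM TRb LBD; 1 uM T3 included, incubation 5 hr, ex 555/em 632 nm.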
RGS12 GoLoco inh: inhibitors of human Gai1-RGS12 GoLoco interaction (red fluorophore); AID 880; P63096; 0.44% of 230,000 active; Gai1:RGS12 GoLoco peptide FP, rhodamine, 10 min; Potency, µM (doses to about 61.6 µM), for the others: at the top dose activity, negative = inhibition, usual class: inhibitors; active = well fitted inhibition curve with a large enough effect, not every such curve was filed as active; inactive = no such curve, though single readings can be large or run the other way; also: nearly all actives have a fitted effect of over 30% in size; many of its hits are not listed in these tables
Target sequence (P63096 whole entry, looked up): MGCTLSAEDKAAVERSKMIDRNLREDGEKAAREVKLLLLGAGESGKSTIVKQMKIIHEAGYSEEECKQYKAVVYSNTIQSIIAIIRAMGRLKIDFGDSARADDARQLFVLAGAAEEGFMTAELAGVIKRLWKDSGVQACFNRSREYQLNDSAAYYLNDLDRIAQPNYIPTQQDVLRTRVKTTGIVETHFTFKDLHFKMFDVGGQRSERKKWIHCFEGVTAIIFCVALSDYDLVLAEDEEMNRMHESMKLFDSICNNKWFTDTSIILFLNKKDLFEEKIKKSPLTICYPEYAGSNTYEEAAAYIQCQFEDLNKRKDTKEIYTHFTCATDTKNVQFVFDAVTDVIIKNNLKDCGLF
KDM4E inh: inhibitors of human JMJD2E histone demethylase; AID 2147; Potency, µM (top dose mostly 57.1 µM), for inactives: top-dose activity change, negative = inhibition, most hits filed as inhibitors; 1.6% of 230,000 active; JMJD2E catalytic domain, FDH-coupled NADH fluorescence (FDH is formaldehyde dehydrogenase); B2RXH2; active = well fitted inhibition curve with a large enough effect, not every such curve was filed as active; inconclusive = small, poorly fitted or top-dose-only effect, or another doubt; inactive = no such curve, though single readings can be large or run the other way;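 also: 0% = wells with enzyme and -100% = buffer wells without enzyme; nearly all actives have a fitted effect of over 50% in size; many of its hits are not listed in these tables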
Tau FP inhib: tau fibrillization inhibition (FP); K18 P301L tau heparin fibrillization, Alexa594 FP, 6 h; AID 1468; 0.39% of 280,000 active; Potency, µM (series often up to 57.7 µM), without a hit: at the highest dose activity, negative = inhibition, usual class: inhibitors; also: nearly all actives have a fitted effect of over 55% in size
Target sequence (P10636 561-689 P618L limits assumed): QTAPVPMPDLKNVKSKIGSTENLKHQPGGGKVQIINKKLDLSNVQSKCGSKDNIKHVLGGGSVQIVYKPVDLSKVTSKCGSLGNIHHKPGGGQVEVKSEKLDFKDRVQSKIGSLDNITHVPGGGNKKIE
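Compound effects on tau fibrillization are measured by Alexa 594 fluorescence polarization (ex 555, em 632 nm). K18 P301L tau is used at 15 uM with 0.24 uM labeled tracer, and 20 uM heparin induces aggregation over 6 hr at 37 C.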
Tau fibril ThT: inhibitors of human tau fibril formation, thioflavin T binding; AID 1460; 2.1% of 270,000 active; Potency, µM (series often up to 57.4 µM), for the others: at the highest dose activity, negative = inhibition, hits mostly inhibitors; P10636; recombinant tau K18 P301L (four-repeat tau fragment), heparin-induced fibrillization, ThT fluorescence; also: nearly all actives have a fitted effect of over 55% in size
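Heparin-induced (20 uM) aggregation of recombinant human K18 P301L tau, 15 uM unlabeled with 0.24 uM labeled, pH 7 acetate buffer, 6 hr at 37 C with compound. Fibrils quantified by 30 uM ThT fluorescence after 1 hr ambient incubation.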
L3MBTL1 inh: inhibitors of human L3MBTL1; Q9Y468; AlphaScreen L3MBTL1–H3K9me1 peptide binding; Potency, µM (titrated, usually from 57.1 µM), without a hit: top-dose activity, negative = inhibition, usual class: inhibitors; 0.66% of 230,000 active; also: nearly all actives have a fitted effect of over 60% in size
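Displacement of a biotinylated histone H3(1-15) peptide monomethylated at Lys9 (75 nM) from L3MBTL1 (50 nM) was measured by AlphaScreen after a 30 min room-temperature compound incubation; cefsulodin titration served as intraplate control.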
* hit, by the source's call; i = inactive; ? = inconclusive; . = no result given; & = joins results of further samples; [ ] = dose if it differs, or a comment. Unless noted, calls follow the shape of the dose curve; as a rule, active = well fitted curve in the direction sought with a large enough effect; inconclusive = small, poorly fitted or top-dose-only effect, or another doubt; inactive = no such curve, though single readings can be large; an effect the other way counts as inactive or inconclusive. Unless noted, % is scaled to controls: 0 for no effect and ±100 for the full control effect; potency is read from the fitted curve at half-maximal effect. Not all compounds are listed; rates above refer to the full screens.

Each structure is followed by: Tau FP inhib	KDM4E inh	RGS12 GoLoco inh	RECQ1 inh	TRb-SRC2 inh	L3MBTL1 inh	TexasRed fluor	Tau fibril ThT
> CCN(CC)S(=O)(=O)c1ccc(-c2csc(=Nc3cccc(C(F)(F)F)c3)n2Cc2ccc3c(c2)OCO3)cc1
    -8%	.	.	.	-7%	.	4%	-13%
> Cc1ccccc1NC(=O)c1ccc2c(O)c(S(=O)(=O)c3ccccc3)c(=O)[nH]c2c1
    -1%	.	.	.	-3%	.	-2%	-3%
> COc1ccc(OC)c(C2C(C(=O)Nc3nc4ccccc4s3)=C(C)NC3=C2C(=O)CCC3)c1 (stereo unspecified)
    -5%	?	7%	i	1%	37%[activator]	-3%	0%
> COc1ccccc1C1=NOC(Cn2c(NCCOCCO)nc3c2c(=O)n(C)c(=O)n3C)C1 (stereo unspecified)
    -11%	1%	1%	-4%	-2%	-2%	-7%	-14%
> CN1CCc2cc3c(cc2[C@@H]1[C@@H]1C(=O)Oc2c1ccc1c2OCO1)OCO3
    1%	9%	4%	i	6%	.	1%	-6%
> Cc1cc(Cl)ccc1NC(=O)CCC(=O)N/N=C/c1cc([N+](=O)[O-])ccc1O
    -11%	-2%	1%	-12%	1%	15%	-3%	?
> O=C(Nc1ccccc1Cl)N1CCC(CN2CCCC2)CC1
    -1%	.	.	.	-3%	.	-16%	1%
> COc1ccc(Br)cc1C(=O)Nc1ccccc1-c1ccccc1
    -4%	3%	.	-4%	-7%	18%	-1%	-13%
> Cc1ccc(-c2nnc(Nc3ccc(C(N)=O)cc3)c3ccccc23)cc1S(=O)(=O)N1CCCCC1
    28µM*	.	.	.	-12%	.	?	-7%
> COc1cccc(CSc2nc3n(n2)C(c2cccc(F)c2)C(C(=O)Nc2ccccc2C)=C(C)N3)c1 (stereo unspecified)
    ?	.	.	.	-1%	.	-1%	10%
> CC(=O)c1cccc(NC(=O)C2CCN(C(=O)c3ccc([N+](=O)[O-])cc3)CC2)c1
    2%	1%	5%	i	0%	-1%	0%	-3%
> COc1ccc(C(c2c(N)[nH]c(=S)[nH]c2=O)c2c(N)[nH]c(=S)[nH]c2=O)cc1
    -5%	-5%	1%	-9%	2%	.	-1%	.
> CC(C)CCn1nnnc1C(c1ccc(F)cc1)N1CCC(C(N)=O)CC1 (stereo unspecified)
    -3%	0%	4%	3%	-2%	1%	-2%	1%
> CCOC(=O)CSc1nnc(-c2cc(OC)c(OC)c(OC)c2)o1
    -6%	8%	13%	-6%	-8%	9%	-1%	-8%
> Cc1nc(-c2cccnc2)sc1C(=O)Nc1cccc(C(F)(F)F)c1
    ?	6%	10%	i	-6%	-3%	-7%	-11%
> CN1CCN(C(=S)NC(=O)/C=C/c2ccccc2Cl)CC1
    1%	-2%	12%	-5%	-6%	-2%	-8%	?
> O=C(NC1CC2CCC1C2)C1CCN(S(=O)(=O)c2ccc(-c3nn[nH]n3)cc2)CC1 (stereo unspecified)
    -5%	-1%	6%	i	-19%	-1%	0%	-3%
> CC1(C)CC(=O)C2=C(C1)N(Cc1cccnc1)C(=O)C2(NC(=O)c1ccc(F)cc1)C(F)(F)F (stereo unspecified)
    -4%	4%	5%	-6%	-22%	35%[activator]	-2%	-5%
> O=C(COC(=O)c1cc(-c2ccccc2)nc2ccccc12)c1ccc(Br)cc1
    ?	.	.	.	-2%	.	4%	-6%
> CCCCC1=CC2=CC(=O)C(C)(OC(=O)c3ccc(Cl)nc3)C(=O)C2=CO1 (stereo unspecified)
    3%	3%	26%	-6%	3%	.	4%	-23%
> CC1CCN(CCCNC(=O)COc2cc(=O)n(C)c3ccccc23)CC1
    -5%	6%	1%	-12%	6%	9%	5%	2%
> CCn1c(C)c(C2N3CC4(C)CN2CC(CC)(C3)C4=O)c2ccccc21 (stereo unspecified)
    3%	.	.	.	7%	.	-1%	-2%
> CCNC(=S)N/N=C/c1cn(Cc2ccc(F)cc2)c2ccccc12
    ?	-13%	5%	-11%	2%	-11%	-4%	-12%
> O=C(CCCCCn1c(=S)[nH]c2ccccc2c1=O)NCc1ccc2c(c1)OCO2
    -6%	-5%	-7%	-4%	5%	5%	-4%	-1%
> COc1ccc(N2CCN(C(=O)CCCOc3cc(=O)n(C)c4ccccc34)CC2)cc1
    3%	8%	-6%	0%	3%	-4%	-3%	?
> Cc1occc1C(=O)N=Nc1c(O)n(C)c2ccccc12
    -4%	-1%	25%	2%	5%	-1%	-1%	?
> COC(=O)c1ccc2c(=O)[nH]c(CSc3nc(-c4ccc(F)cc4)cs3)nc2c1
    -7%	-5%	10%	i	2%	-8%	0%	1%
> CC(=O)Oc1ccc(N(C(C)=O)S(=O)(=O)c2cccs2)cc1
    -5%	0%	-4%	-5%	-9%	3%	-6%	7%
> COc1cccc(/C=C/C(=O)NCCc2ccc3c(c2)OCCO3)c1
    7%	3%	12%	0%	9%	-10%	-5%	6%
> O=C(NCCSCc1ccc(Cl)cc1)C1CCN(S(=O)(=O)Cc2ccccc2)CC1
    4%	.	.	.	-10%	.	-1%	-16%
> COC(=O)N[C@@H](c1cccc(C)c1)C(C(C)=O)C(=O)OC (stereo partly specified)
    -5%	-3%	3%	-6%	7%	.	-4%	-10%
> COc1ccccc1NC(=O)C1=C(C)Nc2nc(SCc3ccccc3F)nn2C1c1cccs1 (stereo unspecified)
    ?	.	.	.	-15%	.	-2%	5%
> Cc1ccc(CN2CCN(c3ccccn3)CC2)s1
    -10%	?	-2%	i	-2%	.	0%	-10%
> CN(CCCNC(=O)Cn1cccc1C(=O)c1ccccc1)C1CCCCC1
    3%	13%	4%	i	-11%	.	-5%	13%
> Nc1ccccc1C(=O)C[C@H](N)C(=O)O
    -2%	.	0%	i	4%	.	0%	-7%
> CC(=O)c1cccc(NS(=O)(=O)c2cccc(S(=O)(=O)c3ccc(Br)cc3)c2)c1
    -13%	.	.	.	3%	.	1%	-15%
> Cc1cccc(CNc2nc(-c3ccoc3)nc3ccccc23)c1
    -14%	-30%	15%	4%	-3%	.	-3%	-21%
> Cc1cc(S(=O)(=O)NCc2cccs2)ccc1-n1cnnn1
    1%	6%	5%	i	-2%	4%	0%	-5%
> CN(Cc1nc(-c2cccnc2)no1)S(=O)(=O)c1ccc(Br)cc1
    -3%	-2%	-4%	-3%	-4%	-1%	-7%	10%
> COc1ccc(CCNC(=O)CN(C)S(=O)(=O)c2ccc3c(c2)CCC(=O)N3)cc1OC
    9%	-2%	3%	-5%	-6%	.	1%	-12%
> Cc1ccc(CCNC(=O)C2CCN(Cc3nc(-c4ccccc4C)oc3C)CC2)cc1
    1%	.	.	.	-4%	.	?	-9%
> Clc1ccc2nc(CN3CCCCC3)cn2c1
    0%	-7%	.	-1%	-4%	-6%	2%	4%
> O=C(O)C(Cc1c[nH]c2ccccc12)N1Cc2ccccc2C1=O (stereo unspecified)
    10%	3%	-5%	-1%	-4%	6%	1%	0%
> O=c1c(N2CCN(c3cccc(C(F)(F)F)c3)CC2)csc2ccc(Cl)cc12
    4%	.	.	.	10%	.	7%	16µM*
> Cc1ccc(NC(=O)Nc2c(C)n(C)n(-c3ccccc3)c2=O)cc1C
    1%	6%	10%	-2%	-1%	.	1%	4%

Record cards, from the list above. Order of screens: Tau FP inhib | KDM4E inh | RGS12 GoLoco inh | RECQ1 inh | TRb-SRC2 inh | L3MBTL1 inh | TexasRed fluor | Tau fibril ThT
`Cc1ccc(CN2CCN(c3ccccn3)CC2)s1` as listed: -10% | ? | -2% | i | -2% | . | 0% | -10%
`Nc1ccccc1C(=O)C[C@H](N)C(=O)O` as listed: -2% | . | 0% | i | 4% | . | 0% | -7%

An excerpt of the results above, for reference:
Each structure is followed by: Tau FP inhib	KDM4E inh	RGS12 GoLoco inh	RECQ1 inh	TRb-SRC2 inh	L3MBTL1 inh	TexasRed fluor	Tau fibril ThT
> Clc1ccc2nc(CN3CCCCC3)cn2c1
    0%	-7%	.	-1%	-4%	-6%	2%	4%
> O=C(O)C(Cc1c[nH]c2ccccc12)N1Cc2ccccc2C1=O (stereo unspecified)
    10%	3%	-5%	-1%	-4%	6%	1%	0%
> O=c1c(N2CCN(c3cccc(C(F)(F)F)c3)CC2)csc2ccc(Cl)cc12
    4%	.	.	.	10%	.	7%	16µM*
> Cc1ccc(NC(=O)Nc2c(C)n(C)n(-c3ccccc3)c2=O)cc1C
    1%	6%	10%	-2%	-1%	.	1%	4%

Following part.
Each structure is followed by: Tau FP inhib	KDM4E inh	RGS12 GoLoco inh	RECQ1 inh	TRb-SRC2 inh	L3MBTL1 inh	TexasRed fluor	Tau fibril ThT
> Cc1nn(Cc2ccc(C(=O)N3N=C(C(F)F)CC3(O)C(F)F)o2)c(C)c1[N+](=O)[O-] (stereo unspecified)
    -2%	3%	4%	-2%	-5%	-6%	-3%	-4%
> COc1ccc(CNC(=O)c2c(O)c3ccccc3n(C)c2=O)cc1OC
    -4%	10%	.	i	-10%	4%	1%	3%
> CCOc1ccc2cc(S(=O)(=O)N3CCN(C)CC3)ccc2c1
    5%	?	5%	-1%	-1%	-9%	0%	-3%
> COc1ccc(-c2nc3c(Br)c(N)c(Br)cc3o2)cc1
    3%	?	-16%	-15%	-3%	-7%	-8%	?
> Cc1ccccc1OCc1n(CC(=O)OC2CC(C)CCC2C(C)C)c2ccccc2[n+]1C (stereo unspecified)
    -4%&-4%	-5%&-1%	2%&6%	-4%&-8%	-2%&6%	.	1%&0%	?
> Cc1cc(=O)n2c3c(sc2n1)C(=O)N(Cc1ccccc1)C3=O
    -12%	?	-29%	-4%	-6%	-3%	-4%	?
> CCC1CCCCN1S(=O)(=O)c1ccc(S(=O)(=O)N(Cc2cccs2)C2CC2)cc1 (stereo unspecified)
    4%	-3%	0%	-14%	10%	9%	0%	1%
